Source: PubChem (National Center for Advancing Translational Sciences (NCATS))
IL1B secr inh: qHTS for Inhibitors of Inflammasome Signaling: IL-1-beta AlphaLISA Primary Screen | THP-1 LPS/ATP IL-1B secretion, AlphaLISA, 16 h; hits give low values | hit rate 4.7% among 360,000 | activity change, % at 57.5 µM | AID 743279, 2014; in the data active means activity change below about -50%; inconclusive means mostly about -30% to -49%; further: on the % scale 0 is the no-effect control and ±100 the full control effect
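Secreted IL-1B measured by AlphaLISA bead assay after 16 h compound exposure of THP-1 cells; compounds (final up to 57.5 uM) added 1 h before LPS (250 ng/mL) and ATP (1.25 mM) stimulation; lower signal means less secretion.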
Nrf2 inh: Nrf2 qHTS screen for inhibitors; A549 ARE-Fluc reporter, luciferase luminescence, 18-24 h; Potency, µM (highest dose often 46 µM), without a hit: at the highest dose activity change, negative = inhibition, actives largely listed as inhibitors; hit rate 2.1% among 360,000; AID 504444, 2011; further: potency means the concentration at half of the fitted maximal effect; on the % scale 0 is the no-effect control and ±100 the full control effect; nearly all actives have a fitted effect of over 60% in size
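In this cell-based qHTS, ARE-driven firefly luciferase in A549 cells reports Nrf2 activity; the luminescent signal after BugLite lysis is the measured value, with a prior CellTiter-Fluor read for cell health.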
HepG2 tox: qHTS for Inhibitors of TGF-b: Cytotox Counterscreen; HepG2 CAGA-GFP viability, ATP luminescence, 18 h; Potency, µM (top dose mostly 46.1 µM), for inactives: top-dose activity change, negative = cytotoxicity, actives largely listed as cytotoxic; hit rate 0.76% among 410,000; further: potency means the concentration at half of the fitted maximal effect; some results filed as inactive show a strong effect at the top dose
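CellTiter-Glo luminescence gave cytotoxicity after 18 hours at 37 degrees C. The cells were HepG2 CAGA-GFP in 1% FBS DMEM, stimulated with 500 pg/mL TGF-beta after compound addition. %Activity was normalised to no-cell wells (complete cell-killing) and DMSO (no toxicity), and curves were fitted and classified.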
Nrf2 activator: qHTS of Nrf2 Activators | AREc32 ARE-luciferase reporter (MCF7-derived line), luminescence, 24 h | Potency, µM (highest dose often 46.1 µM), for the others: at the top dose activation, hits mostly activators | hit rate 0.31% among 410,000 | AID 624171, 2012; further: potency means the concentration at half of the fitted maximal effect; % of control where 0% means no effect; nearly all actives have a fitted effect of over 65% in size
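Nrf2 activation is followed as ARE-luciferase induction in the AREc32 line after one day of compound treatment; luminescence is read with Steady-Glo.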
ATXN2 expr inh: Primary qHTS for Inhibitors of ATXN expression; Potency, µM (titrated, usually from 57 µM), inactives show at the top dose activity change, negative = inhibition, most hits filed as inhibitors; HEK-293 ATXN2-luciferase reporter, luminescence, 24 h; hit rate 0.72% among 360,000; further: potency means the concentration at half of the fitted maximal effect; on the % scale 0 is the no-effect control and ±100 the full control effect; nearly all actives have a fitted effect of over 55% in size
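ATXN2-luciferase reporter cells (luciferase flanked by upstream and downstream ATXN2 gene portions) were treated 24 h at 37 °C with compounds at up to 57 uM. SteadyGlo luminescence gave expression; GF-AFC fluorescence gave viability.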
MCF10A rereplic: A quantitative high throughput screen for small molecules that induce DNA re-replication in MCF 10a normal breast cells | hit rate 2.9% among 350,000 | AID 624296, 2012 | MCF 10A DNA re-replication, Hoechst nuclear intensity, 48 h | Potency, µM (titrated, usually from 46.1 µM), for the others: top-dose activity, positive = re-replication, usual class: activators; further: potency means the concentration at half of the fitted maximal effect; % of control where 0% means no effect; nearly all actives have a fitted effect of over 50% in size
ATXN viability: Viability Counterscreen for Primary qHTS for Inhibitors of ATXN expression | hit rate 0.49% among 400,000 | S2 cells (HEK-293 line with an ATXN2-luciferase reporter) viability, CellTiter-Fluor protease fluorescence, 24 h | Potency, µM (series often up to 56.7 µM), usual class: cytotoxic | AID 651635, 2014; further: potency means the concentration at half of the fitted maximal effect; nearly all actives have a fitted effect of over 40% in size
TGFb inhibitor: qHTS for Inhibitors of TGF-b; HepG2 CAGA-GFP TGF-b/SMAD3 reporter, GFP fluorescence, 18 h; TGF-beta stimulated, 500 pg/mL final; Potency, µM (titrated, usually from 46.1 µM), for inactives: at the top dose activity, negative = inhibition, hits mostly inhibitors; hit rate 1.2% among 410,000; AID 588855, 2011; further: potency means the concentration at half of the fitted maximal effect; on the % scale 0 is the no-effect control and ±100 the full control effect; nearly all actives have a fitted effect of over 65% in size
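Smad-responsive CAGA-GFP expression was quantified in HEPG2 cells exposed to compounds and 500 pg/mL final TGF-beta for 18 h at 37 degrees C; unstimulated wells defined full inhibition.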
A549 tox: Nrf2 qHTS screen for inhibitors: counterscreen for cytotoxicity | A549 ARE-Fluc cells, CellTiter-Fluor viability, 18-24 h | Potency, µM (titrated, usually from 46 µM), for the others: at the top dose activity change, negative = cytotoxicity, hits mostly inhibitors | hit rate 0.16% among 390,000; further: potency means the concentration at half of the fitted maximal effect; on the % scale 0 is the no-effect control and ±100 the full control effect
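Cytotoxicity counterscreen: CellTiter-Fluor fluorescence was measured in A549 ARE_Fluc cells after 18-24 h of compound exposure in a concentration series. The subsequent BugLite luminescent read reports ARE-luciferase activity.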
Active calls of the source: *; i = inactive; ? = inconclusive; / = not tested or not shown; & = joins results of further samples; [ ] = dose if it differs, or a comment. Unless noted, the call rests on the fitted dose curve; in most records, active means well fitted curve in the direction sought with a large enough effect; inconclusive means small, poorly fitted or top-dose-only effect, or another doubt; inactive means no such curve, though single readings can be large; an effect the other way counts as inactive or inconclusive.

Every second line gives: IL1B secr inh	Nrf2 inh	HepG2 tox	Nrf2 activator	ATXN2 expr inh	MCF10A rereplic	ATXN viability	TGFb inhibitor	A549 tox
CCCC(NC(=O)c1ccc(Br)o1)c1nc2ccccc2[nH]1 (stereo not given)
  -9	-8%	-11%	-0.4%	-3%	-5%	i	-8%	-5%
CC(=O)Nc1ccc(S(=O)(=O)N(Cc2cc3ccc(C)cc3[nH]c2=O)CC2CCCO2)cc1 (stereo not given)
  -9	1%	-5%	-0.6%	/	6%	?	13%	-2%
CN1CCN(C(=O)C23CC4CC(C2)CC(c2ccccc2)(C4)C3)CC1
  -53*	1%	-1%	2.9%	-26%	?	?	-2%	10%
C[C@@H]1c2ccccc2N2C[C@H](Cc3ccc(C(=O)c4ccccc4)cc3)C[C@@H]12
  -4	/	-27%	0.2%	0%	/	i	-14%	/
CCOC(=O)c1c(NC(=O)c2ccco2)sc2c1CCCC2
  17	-7%	-15%	?	-3%	?	i	7%	15%
CCN(c1ccccc1)S(=O)(=O)c1ccc(Oc2ccc(-n3ccnc3)cc2)nc1
  ?	-28%	-40%	11%	-29%	?	i	?	-6%
Cc1cc(NC(=O)CN2C(=O)C(C)(C)c3ccccc32)ccc1Br
  /	/	-58%	8.4%	?	/	?	?	-3%
O=C(Nc1cccc(F)c1)c1ccc2c(c1)OCO2
  -2	?	-22%	1.9%	53%[activator]	23%	i	0%	3%
CC(=O)c1cccc(S(=O)(=O)N2CCC(c3nc4ccccc4[nH]3)CC2)c1
  -8	3%	5%	2.2%	-23%	13%	i	-4%	3%
c1ccc(-c2nnc(CSc3nc4ccccc4[nH]3)o2)cc1
  -16	-22%	-6%	0.3%	1%	15%	?	-5%	10%
CCOc1cc(/C=N\n2nnnc2N)ccc1O
  -2	8%	-16%	6.3%	/	-1%	i	-28%	-5%
CCN1CCN(CCCNC(=O)c2ccc(NC(=O)C3=CSCCO3)cc2)CC1
  -6	9%	2%	4.8%	/	-5%	i	-7%	3%
COc1ccccc1CNc1nc2nc(C)cc(=O)n2[nH]1
  21	12%	-1%	-0.5%	-3%	-1%	i	-40%	-3%
Cc1ccc(NC(=O)c2oc3ccc(S(=O)(=O)N4CCOCC4)cc3c2C)c(C)c1
  20	8%	0%&-8%	-0.8%&-0.6%	-22%	16%	i	-5%&-22%	3%&3%
CCC(=O)N1c2ccc(S(=O)(=O)NCCc3ccccc3)cc2CC1C (stereo not given)
  13	23µM*	-5%&-3%	-0.6%&0.7%	2%&-9%	14%	i	7%&-5%	-9%&-3%
COC(=O)c1ccc(NC(=O)CCn2cnnn2)c(C)c1
  /	8%	-21%	-2.4%	2%	/	i	1%	2%
O=C(Cn1ncc2c3ccccc3n(Cc3cccc(Cl)c3)c2c1=O)N1CCCCC1
  /	?	2%	-1.1%	1%	/	?	-7%	-15%
Cc1ccc(NC(=O)Nc2ccccc2C(=O)NCc2ccccc2)cc1
  0	/	-4%	0.7%	24%	1%	i	3%	-3%
CSCCC1NC(=O)N(CC(=O)Nc2cccc(S(=O)(=O)N3CCCCCC3)c2)C1=O (stereo not given)
  -24	?	-2%	7.4%	-29%	?	i	18%	-3%
COc1ccccc1Oc1ncnc2sccc12
  26	-13%	-2%	4.2%	2%	0%	i	2%	-2%

In another format: entries from further up
CSCCC1NC(=O)N(CC(=O)Nc2cccc(S(=O)(=O)N3CCCCCC3)c2)C1=O (stereo not given)
  IL1B secr inh: -24
  Nrf2 inh: ?
  HepG2 tox: -2%
  Nrf2 activator: 7.4%
  ATXN2 expr inh: -29%
  MCF10A rereplic: ?
  ATXN viability: i
  TGFb inhibitor: 18%
  A549 tox: -3%
COc1ccccc1Oc1ncnc2sccc12
  IL1B secr inh: 26
  Nrf2 inh: -13%
  HepG2 tox: -2%
  Nrf2 activator: 4.2%
  ATXN2 expr inh: 2%
  MCF10A rereplic: 0%
  ATXN viability: i
  TGFb inhibitor: 2%
  A549 tox: -2%

Carrying on.
Every second line gives: IL1B secr inh	Nrf2 inh	HepG2 tox	Nrf2 activator	ATXN2 expr inh	MCF10A rereplic	ATXN viability	TGFb inhibitor	A549 tox
O=C(CSc1nnc(-c2ccccc2O)o1)NC1CCCCC1
  -6	14%	9%	0.6%	12%	5%	i	-27%	0%
COc1ccc(OCCCC(=O)Nc2cccc(C(C)=O)c2)cc1
  8	-30%	-18%	-0.2%	6%	10%	?	-5%	-1%
COc1ccc(CNC(=O)Nc2ccc([N+](=O)[O-])cc2)cc1
  24	6%&-26%	-15%&-21%	0.0%	6%	6%	i	-18%&-13%	0%&-4%
CC(=O)COC(=O)CNC(=O)c1ccc(Br)cc1
  0	5%	-2%	0.0%	-4%	3%	i	2%	4%
CCN1CCC2(CCN(Cc3cn[nH]c3-c3ccc(OC)c(F)c3)C2)C1 (stereo not given)
  9	3%	-4%	0.2%	-10%	0%	i	11%	2%
CCOc1ccc2[nH]c(=O)c(C(c3nnnn3CCOC)N3CCOCC3)cc2c1 (stereo not given)
  8	/	4%	-0.8%	0%	7%	i	-12%	-8%
CSCC[C@H](N)C(=O)NCC1CCC(C(=O)Nc2ccc3c(c2)OCO3)CC1 (stereo not given in full)
  -23	4%	-7%	-0.6%	6%	-3%	i	-7%	1%
COc1ccc(NC2CCCN(C(=O)Cn3ccc(C)n3)C2)cc1OC (stereo not given)
  1	17%	-12%	-0.6%	0%	0%	i	5%	6%
Cc1ccnc(NC(=O)CCNC(=O)c2ccc(Br)cc2)c1
  -5	/	-1%	0.1%	/	/	?	-4%	/
COc1cc2oc3ccccc3c2cc1N(CC(=O)N1CCCCC1)S(=O)(=O)c1ccc(C)cc1
  8	?	-5%	-0.2%	-5%	18%	i	-14%	-19%
COC(=O)c1ccc(C(=O)OCc2nc3cc4ccccc4cc3[nH]2)cc1
  29	4%	-28%	-0.4%	3%	-3%	i	19%	0%
CCc1ccc2nc(N3CCC(C(=O)O)CC3)sc2c1
  /	?	5%	-2.4%	14µM*	/	i	1%	-5%
Cc1ccn2c(NC3CCCCC3)c(C(C)C)nc2c1
  -2	-19%	-35%	-1.0%	-2%	16%	i	?	0%
O=C(CNC(=O)c1ccccc1F)OCc1nc2ccc(Cl)cc2n1CCO
  7	13%	-24%	-0.6%	?	1%	i	10%	14%
COc1ccccc1C(=O)COC(=O)/C(=C/c1ccccc1)NC(C)=O
  4	16%	-2%	6.1%	2%	-2%	i	-11%	-12%
COc1ccc2[nH]cc(CCn3ccc(O)c(C/C=C/c4ccccc4)c3=O)c2c1
  -6	-3%	-20%	1.1%	-19%	20%	i	-13%	2%
Cc1c(C(c2cc(O)ccc2O)c2c(C)n(C)n(-c3ccccc3)c2=O)c(=O)n(-c2ccccc2)n1C
  ?	2%	0%	0.3%	9%	-34%[inhibitor]	i	6%	1%
CN1C(=O)C2CN(CCc3ccccc3)CNC2N(C)C1=O (stereo not given)
  -2	6%	-9%	-0.5%	1%	-1%	i	11%	-5%
CC(C)Oc1ccc(S(=O)(=O)N2CCOCC2)cc1NC(=O)Cc1cccs1
  -1	-1%	-6%	0.5%	-20%	-15%	i	-12%	-9%
CCOC(=O)COc1ccc(S(=O)(=O)NCc2ccco2)cc1
  0	4%	-10%	0.4%	-7%	3%	i	-21%	15%[1.84 µM]

(further entries)
Every second line gives: IL1B secr inh	Nrf2 inh	HepG2 tox	Nrf2 activator	ATXN2 expr inh	MCF10A rereplic	ATXN viability	TGFb inhibitor	A549 tox
Cc1noc(C)c1CN(C(=S)NC1CC2CCC1C2)c1ccccc1 (stereo not given)
  ?	-16%	-4%	0.3%	5%	0%	i	0%	-10%
COc1ccccc1CNC(=O)COc1cc(=O)n(C)c2ccccc12
  /	-21%	-2%	0.7%	0%	/	i	-13%	-5%
COc1cc(NC(=O)Cn2cnc3c2c(=O)n(C)c(=O)n3C)c(OC)cc1Cl
  /	-2%	-4%	0.9%	-2%	/	i	-11%	-1%
CCc1ccc2nc(N3CCN(C(=O)C(C)(C)C)CC3)sc2c1
  -2	1%	-5%	0.5%	/	-6%	i	-26%	1%
Cc1cc(NC(=O)CSc2ccccc2)no1
  -8	?	0%	0.1%	2%	0%	i	-4%	14%
COc1ccc(N2CS(=O)CC2=O)cc1 (stereo not given)
  7	3%	5%	0.8%	/	0%	i	-7%	6%
O=C(Nc1ccccc1)Nc1ccc2ocnc2c1
  -16	?	-14%	5.6%	8%	-1%	i	-6%	6%
Cc1ccc(C)c(NC(=S)N(CCc2nc3cc(C)c(C)cc3[nH]2)Cc2cccnc2)c1
  14	4%	-33%	0.3%	-29%	3%	i	10%	14%
COc1ccc(C2(c3ccc(OC)cc3)NC(=O)N(CC(=O)NCC(C)c3ccccc3)C2=O)cc1 (stereo not given)
  ?	18%	-19%	-0.1%	-5%	?	i	-21%	-9%
CC(C)c1ccc(CNc2nnnn2C)cc1
  -11	6%	3%	2.7%	/	9%	i	1%	-1%
COc1ccc(NC(=O)c2ccc(S(=O)(=O)NCc3cccnc3)cc2)cc1
  -16	?	-35%	4.1%	-3%	0%	i	0%	1%
CCOC(=O)C1=CN(CC)S(=O)(=O)NC1CC (stereo not given)
  46	0%	3%	0.4%	6%	?	i	9%	3%
Cc1cc(NS(=O)(=O)c2ccc(NC(=O)CSc3nc4sc(C(=O)O)c(C)c4c(=O)[nH]3)cc2)no1
  8	8%	2%	-0.1%	-2%	9%[9.22 µM]	i	-4%	-4%
CS(=O)(=O)N1CCN(c2nnc(-c3ccccc3)c3ccccc23)CC1
  -61*	-21%	-15%	0.2%	-8%	1%	i	-2%	-3%
COc1ccc(C(=O)Nc2cnccn2)cc1[N+](=O)[O-]
  -14	9%	-7%	3.9%	1%	13%	i	-3%	4%
COCCNC(=S)Nc1ccccn1
  -8	3%	-5%	0.6%	-2%	?	i	-4%	-3%
Cc1c(Cl)cccc1NC(=O)Cn1nc(C)n2cccc2c1=O
  -6	14%	1%	0.5%	6%	-2%	i	20%	-1%
